Screens as filed in PubChem.
S2 tox – cell viability loss in ATXN counter-screen. S2 cells (HEK-293 line with an ATXN2-luciferase reporter) viability, CellTiter-Fluor protease fluorescence, 24 h. Potency, µM (titrated, usually from 56.7 µM), hits mostly cytotoxic. 400,000 compounds, 0.49% hits; also: potency is read from the fitted curve at half-maximal effect; nearly all actives have a fitted effect of over 40% in size
KB-V1 MDR tox – kills drug-selected multidrug resistant KB-V1 cells; KB-V1 MDR cells viability, CellTiter-Glo, 72 h; 400,000 compounds, 3.4% hits; Potency, µM (top dose mostly 46.1 µM), without a hit: at the top dose activity change, negative = cytotoxicity, most hits filed as cytotoxic; also: potency is read from the fitted curve at half-maximal effect; % is scaled to controls: 0 for no effect and ±100 for the full control effect; nearly all actives have a fitted effect of over 60% in size
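KB-V1, DMEM (no phenol red) + 10% FBS; cpd pin-transferred, titration series; 72 h, 37 degrees C; CellTiter-Glo, luminescence. Data normalized, curve-fit.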
MCF10A rereplic – DNA re-replication induction in MCF 10a cells; 350,000 compounds, 2.9% hits; MCF 10A DNA re-replication, Hoechst nuclear intensity, 48 h; Potency, µM (doses to about 46.1 µM), for the others: at the top dose activity, positive = re-replication, usual class: activators; also: potency is read from the fitted curve at half-maximal effect; % of control where 0% means no effect; nearly all actives have a fitted effect of over 50% in size
HT1080-NT tox – kills 2HG-producing HT-1080-NT fibrosarcoma cells. HT-1080-NT fibrosarcoma viability, CellTiter-Glo ATP luminescence, 48 h. 360,000 compounds, 1.6% hits. Potency, µM (series often up to 46.1 µM), without a hit: at the highest dose activity, negative = less viability, actives largely listed as cytotoxic;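 also: NT is the 2HG producing partner of a matched IDH1 knockdown line; potency is read from the fitted curve at half-maximal effect; 0% = DMSO-treated cells and -100% = media-only wells without cells; nearly all actives have a fitted effect of over 55% in size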
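HT-1080-NT; 750 cells/well; 5% FBS RPMI; 48 h compound, 37 degrees C; CellTiter-Glo luminescence; curve fitting and curve-class assignment.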
SW480 rerep – inducers of DNA re-replication in SW480 colon cancer cells; AID 624297; Potency, µM (doses to about 46.1 µM), for inactives: top-dose re-replication activation, usual class: activators; SW480 DNA re-replication, Hoechst DNA content imaging, 48 h; 340,000 compounds, 1.8% hits; also: potency is read from the fitted curve at half-maximal effect; % of control where 0% means no effect; nearly all actives have a fitted effect of over 55% in size
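Quantitative HTS format with DMSO vehicle controls; 48 hr drug incubation at 37 C, then 40 min Hoechst staining and scanning imager measurement at 405 nm excitation.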
HT1080 IDH1KD tx – HT-1080 IDH1 knockdown cell toxicity (counter line); HT-1080 IDH1 knockdown viability, ATP luminescence, 48 h; Potency, µM (titrated, usually from 46.1 µM), inactives show at the highest dose activity, negative = toxicity, hits mostly cytotoxic; 360,000 compounds, 2% hits; AID 686971;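 also: potency is read from the fitted curve at half-maximal effect; 0% = DMSO wells and -100% = cell-free medium wells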
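Cytotoxicity counter-line: IDH1KD HT-1080, 48 h, CellTiter-Glo. Curves classed by r2, magnitude and activity.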
ATXN2 expr inh – inhibitors of ATXN2 expression; HEK-293 ATXN2-luciferase reporter, luminescence, 24 h; 360,000 compounds, 0.72% hits; Potency, µM (top dose mostly 57 µM), without a hit: top-dose activity change, negative = inhibition, most hits filed as inhibitors; AID 1745845; also: potency is read from the fitted curve at half-maximal effect; % is scaled to controls: 0 for no effect and ±100 for the full control effect; nearly all actives have a fitted effect of over 55% in size
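ATXN2-luciferase reporter cells (luciferase flanked by upstream and downstream ATXN2 gene portions) were treated 24 h at 37 °C with compounds at up to 57 uM. SteadyGlo luminescence gave expression; GF-AFC fluorescence gave viability.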
IL1B secr inh – inhibitors of inflammasome signaling (IL-1 beta secretion); 360,000 compounds, 4.7% hits; activity change, % at 57.5 µM; THP-1 LPS/ATP IL-1B secretion, AlphaLISA, 16 h; active compounds read low; in the data active = activity change below about -50%; inconclusive = mostly about -30% to -49%; also: % is scaled to controls: 0 for no effect and ±100 for the full control effect
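THP-1 cells pretreated 1 hr with compounds (up to 57.5 uM final), then stimulated with LPS (250 ng/mL final) plus ATP (1.25 mM final); secreted IL-1B measured by AlphaLISA after 16 hr, decreased signal indicating inhibition.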
KB-3-1 tox – kills parental KB-3-1 adenocarcinoma cells. 400,000 compounds, 1.4% hits. KB-3-1 viability, CellTiter-Glo ATP luminescence, 72 h. Potency, µM (highest dose often 46.1 µM), without a hit: at the highest dose activity change, negative = cytotoxic, most hits filed as cytotoxic. AID 1347075; also: potency is read from the fitted curve at half-maximal effect; % is scaled to controls: 0 for no effect and ±100 for the full control effect; nearly all actives have a fitted effect of over 60% in size
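Cytotoxicity in the drug-sensitive parental line KB-3-1 was scored as loss of CellTiter-Glo luminescence following 72 h incubation with compound. Values come from curve fitting of normalized concentration-response data.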
Active calls of the source: *; i = inactive; ? = inconclusive; . = no result given; & = joins results of further samples; [ ] = remark or other dose. Unless noted, calls follow the shape of the dose curve; as a rule, active = well fitted curve in the direction sought with a large enough effect; inconclusive = small, poorly fitted or top-dose-only effect, or another doubt; inactive = no such curve, though single readings can be large; an effect the other way counts as inactive or inconclusive. This is a random part of the collection (roughly 11% active in at least one column).

Molecule	S2 tox	KB-V1 MDR tox	MCF10A rereplic	HT1080-NT tox	SW480 rerep	HT1080 IDH1KD tx	ATXN2 expr inh	IL1B secr inh	KB-3-1 tox
CC(=O)NC(Cc1ccc(O)cc1)C(=O)NN (centres undefined)	i	-6.9%	-6.1%	11.6%	2.2%	19.2%	.	5.3	-19.3%
O=C(CN1C(=O)c2ccccc2C1=O)Nc1ccccc1F	i	0.2%	-3.3%	4.6%	-5.5%	11.3%	2.6%	2.5	3.6%
CCn1ncc([C@@H]2C[C@H]3CN(Cc4ccccc4C)C(=O)[C@]34CCCN24)c1C	i	-3.1%	0.4%	0.9%	-2.1%	1.0%	.	-6.6	-1.6%
COc1ccccc1CN1CCNC(=O)C1CC(=O)N(C)C1CCOCC1 (centres undefined)	i	-3.4%	.	11.5%	.	10.9%	.	-4.0	4.7%
Cc1cccc(C)c1NC(=O)C1(C)CCC(=O)N1C1CC1 (centres undefined)	i	?	.	21.9%	.	27.2%	11.0%	-13.4	0.1%
Cc1ccnn1CC(=O)N/N=C/c1cccs1	i	24.8%	-2.1%	24.5%	-2.0%	18.2%	-6.1%	4.1	2.3%
COc1ccccc1N(C)S(=O)(=O)c1ccc(C(=O)NCC2CCCCC2)cc1	i	?	13.8%	6.5%	-11.7%	5.8%	1.7%	0.0	-6.1%
CCOc1ccccc1NC(=S)NC1CCCCC1	i	23.1µM*	19.2%	9.5%	4.4%	?	8.1%	-2.3	1.8%
O=c1c2cc([N+](=O)[O-])ccc2nc2n1CCC2	i	?	-5.9%	16.4%	-12.4%	10.7%	-4.4%	1.7	?
CC(Oc1ccc(F)cc1)C(=O)Nc1nc(-c2ccccn2)cs1 (centres undefined)	?	-24.9%	3.26µM*	?	-12.8%	?	7.94µM*	-102.2*	?
COc1ccc(C(CNC(=O)c2ccc(OCc3ccccc3)cc2)N2CCOCC2)cc1 (centres undefined)	?	?	-1.0%	5.6%	0.0%	-9.6%	-17.9%	-21.2	0.2%
COC(=O)c1sccc1NC(=O)c1cc(OC)cc(OC)c1	i	-14.1%	0.8%	-8.6%	-4.8%	-9.0%	-19.2%	-8.6	-3.1%
O=C(O)CN(C1CCCCC1)S(=O)(=O)c1ccc(F)cc1	i	23.0%	1.1%	8.9%	2.2%	14.1%	1.8%	-3.8	9.5%
COc1ccc(C(c2c(C)[nH]n(-c3ccccc3)c2=O)c2c(C)[nH]n(-c3ccccc3)c2=O)cc1OC	?	-3.7%	7.7%	3.1%	-2.5%	1.8%	13.0%	-5.4	7.5%
CC(=O)c1ccc(N2CCN(C(=O)c3cn(C)c(=O)c4c3c3ccccc3n4C)CC2)cc1	i	-13.8%	.	.	.	.	37.4%[activator]	.	-20.4%
CC(=O)Cn1c(CN2CCN(C(=O)c3ccco3)CC2)nc2c1c(=O)n(C)c(=O)n2C	i	-8.5%	-1.2%	20.3%	-10.0%	-1.4%	10.4%	-0.4	-1.1%
CC(=O)N[C@H]1C[C@@H]1c1ccccc1	i	?	-2.4%	14.5%	-2.8%	17.0%	5.0%	7.6	5.9%
O=C(CCCCl)Nc1c2c(nn1-c1ccccc1)CSC2	i	?	-0.4%	-0.9%	-31.6%	8.2%	5.4%	-2.1	0.0%
CCCN1C(=O)/C(=C/c2ccc(OCc3ccc(C(=O)O)cc3)c(OC)c2)NC1=S	i	-5.3%	?	-4.1%	?	13.1%	-5.8%	27.4	?
COc1ccccc1NC(=O)CCCOc1cc(=O)n(C)c2ccccc12	i	?	.	.	.	.	37.9%	.	-12.4%
Cc1ccc(S(=O)(=O)N2CCN(C(=O)c3cc(S(=O)(=O)N(C)C)ccc3N3CCCC3)CC2)cc1	i	-3.5%	11.8%	1.7%	?	5.0%	7.9%	-16.2	17.0%
COc1cccc(NC(=O)COC(=O)c2nc3nccc(C)n3n2)c1	i	15.1%	-1.8%	-2.3%	-1.5%	0.8%	6.1%	2.3	0.3%
CNC(=S)Nc1cccc(C(=O)OC)c1	i	4.6%	-7.3%	13.8%	-11.8%	1.4%	33.4%	.	2.6%
CCOC(=O)c1cc2occc2n1CC(=O)NC1CCC(C)CC1 (centres undefined)	?	?	-4.3%	5.9%	-1.2%	2.4%	-3.5%	-2.9	1.3%
CCCc1nc2c(nnn2Cc2ccccc2Cl)c(=O)[nH]1	i	-15.5%	1.1%	-16.4%	1.9%	-10.2%	6.7%	-0.8	11.7%
COc1ccc(C(=O)NN=C2CCCC2)cc1	.	-22.7%	2.3%	2.2%	-6.8%	-1.3%	.	-20.9	-13.2%
CC(C)Oc1ccc(C(=O)N/N=C/c2ccc(-c3ccc(S(=O)(=O)Nc4ncccn4)cc3)o2)cc1	i	15.5%	16.2%	3.3%	0.5%[9.22 µM]	-3.1%	4.2%	8.6	-2.7%
COc1ccc(F)c(CN2CCN(CCc3ccccc3)C(CCO)C2)c1 (centres undefined)	i	?	11.5%	-5.1%	4.0%	-10.4%	3.4%	-1.9	5.9%
Cc1cc(C)nc(SCc2nnc(SCC(=O)O)n2-c2ccccc2)n1	i	7.0%	-7.9%	3.1%	-5.5%	22.6%	-4.2%[11.3 µM]	17.3	-0.1%
CCNC(=O)C1CCCN(c2nnc(C)c3c(C)n(-c4ccc(C)cc4)nc23)C1 (centres undefined)	?	16.7%	.	.	.	.	-28.0%	.	0.6%

An excerpt from above, reduced to IL1B secr inh, SW480 rerep and S2 tox:
canonical_smiles,IL1B secr inh,SW480 rerep,S2 tox
O=c1c2cc([N+](=O)[O-])ccc2nc2n1CCC2,1.7,-12.4%,i
CC(Oc1ccc(F)cc1)C(=O)Nc1nc(-c2ccccn2)cs1 (centres undefined),-102.2*,-12.8%,?

(listing goes on)
Molecule	S2 tox	KB-V1 MDR tox	MCF10A rereplic	HT1080-NT tox	SW480 rerep	HT1080 IDH1KD tx	ATXN2 expr inh	IL1B secr inh	KB-3-1 tox
O=C(CC1SC(=Nc2ccccc2)N(CCCO)C1=O)Nc1ccc(Cl)cc1 (centres undefined)	?	?	6.9%	?	-4.3%	?	-28.5%	?	?
CCN(c1ccccc1)S(=O)(=O)c1ccc(F)c(C(=O)Nc2ccc(C)cc2)c1	i	7.7%	.	.	.	.	-26.2%	.	0.0%
CCOc1ccc(CCN2C(=S)N([C@@H](Cc3ccc(O)cc3)CN3CCC[C@@H]3CN3C(=S)NC[C@@H]3Cc3ccc(O)cc3)C[C@@H]2Cc2ccc(O)cc2)cc1	?	8.7%	.	25.9µM*	.	20.6µM*	?	-56.8*	?
CC(=O)Nc1ccc(NC(=O)c2cccc(C(=O)OC(C)C)n2)cc1	i	2.8%	?	27.4%	-11.2%	23.1%	1.1%	-23.7	4.3%
CN(C)c1ccc(S(=O)(=O)N(C)C)cc1NC(=O)Cc1cccc2ccccc12	i	-26.4%	-1.2%	-0.6%	?	-17.8%	2.8%	-51.8*	6.2%
COc1ccc(C)cc1Nc1n[n+](C)c(-c2ccc(O)cc2O)s1	i	14.2%	?	13.0%	-10.4%	12.5%	6.1%	17.7	1.5%
CC(C)N(C(=O)C(F)(F)F)C(C(=O)NC1CCCCC1)c1ccncc1 (centres undefined)	i	-27.6%	-0.2%	-1.8%	-6.9%	1.8%	0.9%	2.1	-0.5%
CCc1cc2cccc(C)c2nc1SCC(=O)NC1CCCC1	i	-8.3%	5.6%	?	-6.1%	0.1%	1.0%	3.3	-12.4%
Cc1ccc(S(=O)(=O)NCC(=O)OCCOc2ccc(Br)cc2)cc1	i	0.0%	0.9%	0.3%	-4.7%	10.0%	-10.4%	-2.4	-4.2%
Cc1ccnc(NC(=O)CCC(=O)N(CC(=O)NC(C)(C)C)Cc2ccc3c(c2)OCO3)c1	i	?	0.5%	10.5%	-2.3%	16.2%	-18.5%	1.3	?
CC(=O)Nc1cc(-c2cccc(F)c2)cn2c(-c3ccc(S(C)(=O)=O)cc3)cnc12	i	2.7%	.	-5.7%	.	-11.7%	-15.0%	-52.4*	0.0%
COc1ccc([C@H]2CC(=O)C=C(c3ccccc3OC)C2)cc1OC	?	-0.4%	-0.7%	3.2%	-33.0%[inhibitor][9.22 µM]	-2.6%	-23.2%	6.5	?
O=c1c(Cl)c(O)c2cccc3c4ccccc4n1c23	i	?	23.1µM*	28.8%	-3.5%	8.7%	-3.6%	18.9	-11.0%
Cc1ccn2cc(-c3ccc(Br)cc3)nc2c1	i	-18.7%	28.2%	-12.5%	35.3%	-4.4%	.	46.0	-23.0%
Cc1ccc(S(=O)(=O)NN=C2CC3CC2C2CCCC32)cc1 (centres undefined)	i	-11.4%	.	2.7%	.	5.4%	.	3.3	10.0%
CC(C)c1onc(C(=O)Nc2cccc(Cl)c2)c1[N+](=O)[O-]	i	-19.9%	7.6%	-24.6%	?	-0.3%	1.0%	?	-3.1%
CCN(CC)CCN1C(=O)C(=O)/C(=C(/O)c2ccc(S(=O)(=O)N3CCOCC3)cc2)C1c1ccc(C)cc1 (centres undefined)	i	?	1.5%	-0.1%	-28.0%	5.3%	7.8%	4.5	5.3%
O=C(O)c1ccc(OCCn2ccnc2)cc1	i	12.1%	?	28.4%	-39.1%&-0.2%[inhibitor]	-1.3%	1.9%	5.4	0.0%
O=C(CSc1n[nH]c(=O)n1Cc1ccco1)c1ccc2c(c1)OCCO2	i	-5.9%	4.7%	-1.7%	-8.1%	-2.6%	12.4%	-4.3	12.2%
COc1ccc(NC(=O)CN2C(=O)C(c3ccccc3)=NC23CCCCCC3)cc1OC	i	-23.5%	-4.8%	-0.1%	1.7%	-4.2%	3.4%	-6.3	-10.0%
COC(=O)c1cc(NC(=O)CC(=O)c2cccc(N)c2)cc(C(=O)OC)c1	i	2.1%	.	?	.	20.6µM*	.	5.5	-0.2%
CCNC(=O)CCSc1nc(C)cc(C)n1	i	8.0%	9.1%	4.7%	-1.8%	14.4%	.	0.0	-10.0%
